MLL CXXC-DNA inh: qHTS Fluorescence Polarization Assay for Inhibitors of MLL CXXC domain - DNA interaction | Potency, µM (titrated, usually from 115 µM), for the others: at the highest dose activity change, negative = inhibition, hits mostly inhibitors | hit rate 0.037% among 290,000 | MLL-CXXC / FITC-HOXA9 DNA fluorescence polarization; active = well fitted inhibition curve with a large enough effect in the polarisation, with a control signal flat, not every such curve was filed as active; inconclusive = small, poorly fitted or top-dose-only effect, or effect the other way, or a change in a side signal; inactive = no such curve, though single readings can be large or run the other way; the % refers to the polarisation; note: potency is the fitted concentration of half-maximal effect
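Purified MLL-CXXC (added from a 7 uM solution) was preincubated 5 min at ambient with pinned compounds in 50 mM Tris-HCl pH 7.5, 50 mM NaCl, 1 mM DTT, 0.05% BSA. Fluorescein-labeled HOX-A9 DNA (50 nM solution) followed, 30 min, then polarization read.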
A-T KAP1 phos: qHTS Assay for Identifying a Potential Treatment of Ataxia-Telangiectasia; […] A-T fibroblasts, KAP-1 phosphorylation AlphaLISA; neocarzinostatin DNA damage 30 min before lysis; Potency, µM (titrated, usually from 57.5 µM), for inactives: at the highest dose activation, actives largely listed as activators; hit rate 0.19% among 320,000; AID 485349, 2010; note: potency is the fitted concentration of half-maximal effect; % of control where 0% means no effect; nearly all actives have a fitted effect of over 45% in size
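hTERT-immortalized A-T patient fibroblasts ([…]), 500 cells/well in OPTI-MEM, 1% FBS, got compounds for 60 min, then NCS for 30 min at 37C. Lysates were then assayed for phospho-KAP-1 by AlphaLISA (anti-pKAP1 donor, anti-KAP1 acceptor beads), 6 hr at 25C.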
GALK inhibitor: qHTS Assay for Inhibitors of Human Galactokinase (GALK); Potency, µM (doses to about 57.5 µM), inactives show at the top dose activity change, negative = inhibition, actives largely listed as inhibitors; AID 1868, 2009; P51570; Purified GALK, Kinase-Glo residual ATP luminescence; hit rate 0.007% among 270,000; note: potency is the fitted concentration of half-maximal effect; % is set by controls: 0 for no effect and ±100 for the full control effect
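Compounds were pin-transferred into ATP buffer (35 uM final), then GALK plus galactose (5 nM, 100 uM final) was added. After 1 h at room temperature, Kinase-Glo Plus was added and luminescence read after 10 min.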
Integrin act MD: qHTS for Activators of Integrin-Mediated Alleviation for Muscular Dystrophy; alpha7betagal myoblasts, beta-gal FDG fluorescence, 48 h; Potency, µM (highest dose often 38.3 µM), for the others: at the highest dose activation, hits mostly activators; hit rate 0.064% among 350,000;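 note: potency is the fitted concentration of half-maximal effect; 100% = response of the positive control SU9516; nearly all actives have a fitted effect of over 60% in size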
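Alpha7betagal+/- myoblasts (passage 13) were plated 16-24 hr, then exposed to compounds (1:260 dilution of DMSO stock) for 48 hours at 37C. After MPER lysis, β-galactosidase reporter activity was read as FDG fluorescence (ex 480/em 540) after 30 minutes.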
KCNH2 WT inh: qHTS for Inhibitors of KCHN2 3.1: Wildtype qHTS; Voltage-gated inwardly rectifying potassium channel KCNH2 (Homo sapiens), Q12809; hit rate 0.37% among 340,000; activity change, % at 1.84 µM; U2OS, BacMam KCNH2, thallium flux FluxOr; hits give low values;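 active = maximum activity change below -70%; inconclusive = maximum activity change between -70% and -50%; inactive = maximum activity change above -50%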; note: % is set by controls: 0 for no effect and ±100 for the full control effect
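U2OS cells were transduced with wild-type KCNH2 virus (2.03 x 10^8 / mL) for 4 h at room temperature, then cultured overnight at 37 C. Thallium flux was read with FluxOr dye. Rate constants were normalized to DMSO controls.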
TRPV1 agonist: HTS Assay for Compounds that Act as Agonists of the Vanilloid Receptor 1; TRPV1-expressing cells, Fluo-8 calcium influx, agonist mode; activation, % at 8.33 µM; hit rate 0.19% among 320,000; in the data active = activation above about 80%; inconclusive = between about 30% and that limit; note: 0% is about no effect
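TRPV1-expressing cells were cultured overnight at 35.5C and loaded with Fluo-8 calcium dye for 40 to 90 min at room temperature. After a 10 s baseline, compound was added and calcium influx was read kinetically for 3 min (ex 480/em 520 nm).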
KCNH2 3.1 block: qHTS for Inhibitors of KCHN2 3.1: Mutant qHTS | activity change, % (tested at about 1.8 µM) | hit rate 0.95% among 340,000 | AID 720553, 2013 | Potassium voltage-gated channel subfamily H member 2, brain isoform KCNH2 3.1 (human) | U2OS KCNH2 3.1, thallium flux FluxOr; hits give low values;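 active = maximum activity change below -70%; inconclusive = maximum activity change from -70% to -50%; inactive = maximum activity change above -50%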;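 note: thallium influx rate constant from kinetic fluorescence after stimulation buffer; % is set by controls: 0 for no effect and ±100 for the full control effect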
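We transduce U2OS cells with the mutant 3.1 virus, culture them overnight, load FluxOr with Red40 quencher for 45 min, then add stimulation buffer and read kinetically for 2 min to derive a normalized rate constant.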
MBNL1-CUG inh: qHTS Assay for Inhibitors of MBNL1-poly(CUG) RNA binding | Muscleblind-like protein 1 (Homo sapiens), Q9NR56 | TR-FRET MBNL1-His/biotin-(CUG)12 binding, 665/545 ratio | Potency, µM (doses to about 57.5 µM), without a hit: at the highest dose activity change, negative = inhibition, hits mostly inhibitors | hit rate 0.036% among 280,000 | AID 2675, 2010; active = well fitted inhibition curve with a large enough effect in the signal ratio, with a control signal flat, not every such curve was filed as active; inconclusive = small, poorly fitted or top-dose-only effect, or effect the other way, or a change in a side signal; inactive = no such curve, though single readings can be large or run the other way; the % refers to the signal ratio; note: potency is the fitted concentration of half-maximal effect; % is set by controls: 0 for no effect and ±100 for the full control effect
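TR-FRET between His-tagged MBNL1 and biotin-(CUG)12 RNA, detected with Tb anti-His antibody (0.055 ng/ul) and streptavidin-XL665 (5 nM), 60 min at room temperature. Compounds titrated 92 nM to 58 uM; 665/545 nm ratio normalized to buffer and complex controls.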
FBPA coupling cs: qHTS Assay for Inhibitors of Fructose-1,6-bisphosphate Aldolase from Giardia Lamblia: Coupling assay counterscreen; coupling enzyme system counterscreen, AmpLite Red fluorescence; activity change, negative = inhibition, % at 58.2 µM, hits read low; hit rate 0.67% among 290,000; in the data active = activity change below about -30%; note: % is set by controls: 0 for no effect and ±100 for the full control effect
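Counterscreen lacking aldolase: glyceraldehyde-3-phosphate coupling-enzyme reagent preincubated 10 min at RT with compound (at 57.5 uM final), then substrate/coupling system with AmpLite Red added; fluorescence read at 525/598 nm after 20 min RT.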
ASM inhibitor: Inhibitors of Secretory Acid Sphingomyelinase (S-ASM): qHTS. Sphingomyelin phosphodiesterase (Homo sapiens), P17405. placental ASM, HMU-PC fluorogenic substrate, 60 min. Potency, µM (titrated, usually from 57.5 µM), without a hit: at the top dose activity change, negative = inhibition, actives largely listed as inhibitors. hit rate 0.006% among 340,000; note: potency is the fitted concentration of half-maximal effect
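Fluorescence read-out (Ex 386 nm, Em 447 nm) after stopping the reaction at pH 10. Enzyme: ASM from human placenta; substrate HMU-PC0, 9 uM final; 60 min, 37 °C. Compound preincubation 10 min, ambient temperature.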
Active calls of the source: *; ? = inconclusive; . = not tested or not shown; [ ] = remark or other dose. Unless noted, calls come from the whole dose curve; as a rule, active = well fitted curve in the direction sought with a large enough effect; inconclusive = small, poorly fitted or top-dose-only effect, or another doubt; inactive = no such curve, though single readings can be large; an effect the other way counts as inactive or inconclusive. Hits appear at their usual frequency; overall some 2% were active at least once.

SMILES	MLL CXXC-DNA inh	A-T KAP1 phos	GALK inhibitor	Integrin act MD	KCNH2 WT inh	TRPV1 agonist	KCNH2 3.1 block	MBNL1-CUG inh	FBPA coupling cs	ASM inhibitor
O=C(Nc1cc(Cl)ccc1N1CCOCC1)C1CC1	.	1.1%	.	-1.1%	-8.8	.	-0.1	.	.	0.3%
CCOc1ccc(NC(=O)CN(C)C(=O)C2CC2C)cc1OCC (configuration not stated)	.	-3.1%	.	-8.7%	0.6	0.5	2.9	.	.	5.9%
CCC(C)c1ccc(NC(=O)CC(C)=O)cc1 (configuration not stated)	-7.7%	.	3.5%	10.1%	-9.0	9.3	-6.8	-4.4%	0.7	-1.0%
CC(C)OC(=O)C(C)Oc1ccc(C(=O)NCCc2ccccc2)cc1 (configuration not stated)	1.2%	1.0%	-0.7%	19.7%	8.7	-1.9	15.0	4.9%	4.6	5.4%
COc1cc(C(=O)NNC(=O)COc2ccc(Br)cc2)ccc1OCC(=O)N1CCOCC1	.	.	.	1.4%	-1.5	.	11.6	.	.	-0.8%
COc1ccc(C(=O)NC(=S)NNC(=O)c2cccnc2)cc1	7.3%	8.3%	-1.0%	-22.2%	2.8	-1.5	2.1	-5.5%	-15.5	-2.6%[11.5 µM]
CCOc1ccccc1NC(=O)c1cc(=O)c2ccccc2o1	-1.8%	4.5%	-0.2%	-7.9%	2.9	2.9	8.4	3.5%	-1.0	1.8%
O=C(Nc1nc2ccccc2s1)C1c2ccccc2Oc2ccccc21	3.8%	9.6%	.	-33.1%	6.5	1.5	18.1	-4.4%	-0.3	-13.8%
Cc1cc(C(=O)CSc2nc3ccccc3c(=O)n2C)c(C)n1Cc1ccc2c(c1)OCO2	2.6%	24.4%	2.3%	-53.2%[inhibitor]	0.7	-0.4	-3.8	?	-6.2	-3.7%
CC(C)NC(=O)c1cc(-n2cnnc2)ccc1Cl	6.0%	-3.3%	-1.5%	-2.9%	-6.7	-4.0	-25.7	-1.8%	0.0	-2.2%
CCOC(=O)CN1C(=O)N[C@@H](c2cccs2)C(C(C)=O)=C1C	.	.	.	-20.4%	2.9	.	0.3	.	-0.1	3.2%
O=C(c1cccnc1)N1CCN(Cc2ccccc2Br)CC1	-6.9%	6.4%	-1.7%	-8.3%	-0.1	-2.2	-5.0	3.2%	-0.8	0.9%
CCC(C)(C)NC(=O)CN(Cc1ccc2c(c1)OCO2)C(=O)CCC(=O)Nc1ccccn1	-2.3%	0.2%	-2.6%	16.2%	7.2	-4.8	-4.9	-16.5%	0.7	-1.1%
CCCCOc1ccc(C2/C(=C(\O)c3ccc4c(c3)OCCO4)C(=O)C(=O)N2CCCN2CCOCC2)cc1 (configuration not stated)	15.1%	14.9%	-5.9%	-3.3%	-13.7	0.1	19.2	30.0%[activator]	5.1	.
N#CC(=C1CCCC1)c1nc(-c2ccccc2)cs1	5.3%	9.7%	-4.7%	-22.7%	-9.5	4.2	-3.2	17.9%	.	-5.8%
CSc1nc2c(c(=O)[nH]c(=O)n2C)n1Cc1ccccc1	-4.4%	9.9%	-2.7%	1.7%	26.9	4.1	-0.9	0.0%	-0.2	-2.7%
Cc1ccc(C)c(N(CC(=O)NC2CCCC2)C(=O)c2cc3cc4cccc(C)c4nc3s2)c1	-2.5%	-1.3%	-1.8%	18.1%	5.5	.	-0.1	-1.3%	0.6	-1.9%
O=C(O)c1c2c(nc3ccc(S(=O)(=O)N4CCC(C(=O)NCc5ccccc5Cl)CC4)cc13)CCCC2	-5.8%	0.4%	-2.4%	27.9%	-3.6	-6.0	-0.5	24.5%	2.0	8.7%
O=C(OCC(=O)N(CCc1ccccc1)Cc1ccccc1)c1ccccc1NCCO	-7.0%	9.4%	-6.8%	4.5%	18.2	-4.4	-18.7	2.5%	.	.
CCC(=O)c1ccc(N2CCN(C(=O)c3ccccc3)CC2)c(F)c1	-2.3%	-1.0%[11.5 µM]	-0.4%	5.9%	6.0	8.2	10.7	6.0%	7.3	-4.4%
CC12CC3CC(C)(C1)CC(CN)(C3)C2	-1.4%	-2.3%	-0.7%	-30.1%	-7.0	1.6	-1.3	-5.3%	-1.7	4.9%
Cc1cc(C(=O)NC(C)c2ccc3c(c2)OCO3)cs1 (configuration not stated)	-3.7%	17.8%	4.2%	-20.9%	-22.2	1.2	-11.2	-4.7%	1.0	-4.8%
CCCCn1c(-c2nonc2N)nc2ccccc21	0.9%	30.9%	0.4%	3.4%	-8.0	2.9	-10.1	-1.7%	0.2	-5.5%
CC1CCCN(C2(O)C(=O)Nc3c(C(F)(F)F)cccc32)C1 (configuration not stated)	29.6%	-16.2%	-2.4%	-3.8%	4.9	12.8	21.5	-2.2%	1.8	5.6%
FC(F)(F)c1nnc(-c2ccccc2)nc1Oc1ccccc1	2.7%	6.4%	-0.6%	1.9%	-17.2	7.0	3.4	2.4%	-10.6	-6.2%

The list goes on.
SMILES	MLL CXXC-DNA inh	A-T KAP1 phos	GALK inhibitor	Integrin act MD	KCNH2 WT inh	TRPV1 agonist	KCNH2 3.1 block	MBNL1-CUG inh	FBPA coupling cs	ASM inhibitor
O=C(NCCN1CCNCC1)c1ccccn1	-1.8%	12.6%	0.4%	8.6%	-7.0	-0.7	11.7	-2.5%	1.4	1.3%
O=Cc1c[nH]c2ccc(OCc3ccccc3)cc12	.	9.5%	.	-18.3%	7.5	-2.4	-0.9	.	.	-2.3%
O=C(OCCN=C1NS(=O)(=O)c2ccccc21)c1cccnc1	5.7%	-0.4%	-1.0%	-9.2%	-2.3	-1.7	-5.3	-9.1%	3.0	1.2%
O=S(=O)(c1ccccc1)N1CCN(Cc2cc3c(cc2Br)OCCO3)CC1	.	2.3%	.	-11.6%	4.0	5.6	-2.9	.	.	0.0%
N/C(=N\O)c1cn(Cc2ccccc2Cl)c2ccccc12	13.1%	-8.8%	4.1%	-12.2%	-18.4	-1.7	-6.0	-2.3%	-1.0	-4.9%
O=C(CSc1nc2c(cnn2-c2ccc(F)cc2)c(=O)[nH]1)N1CCOCC1	-11.7%	-3.6%	-1.0%	-8.1%	-8.8	0.6	15.8	-3.6%	0.0	4.3%
CC1CCN(c2ccc3nnc(CCC(=O)N4CCN(c5ccc(F)cc5)CC4)n3n2)CC1	5.6%	7.7%	1.4%	-1.0%	1.9	3.8	27.3	4.7%	1.0	-0.7%
COCCCNC(=O)CCCCCNS(=O)(=O)c1ccc(Br)cc1	7.5%	-1.9%	-1.5%	11.9%	3.9	-0.5	18.8	-15.3%	-1.0	1.8%
COc1ccc(CCNc2ncnc3nc[nH]c23)cc1OC	-3.4%	-3.2%	1.8%	-4.6%	24.3	-4.3	-3.5	4.8%	-2.9	2.1%
COc1ccccc1CNS(=O)(=O)c1ccc2[nH]cc(C(=O)O)c(=O)c2c1	-3.8%	-1.8%	-0.6%	-7.9%	2.2	-0.7	2.4	-4.7%	2.3	23.3%
COc1ccc(CN2CCCC(C(=O)Nc3cccc(-n4cccn4)c3)C2)cc1 (configuration not stated)	10.3%	-9.7%	6.6%	-2.7%	14.2	2.5	-31.9	-2.4%	.	-1.3%
CCCCCCCc1c(O)nc(SCCN2CCOCC2)[nH]c1=O	8.7%	1.7%	3.9%	-35.8%	-12.0	0.7	2.5	-8.1%	8.2	4.4%
CN(C)c1ccc(/C=C(/C(=O)c2ccc(Cl)cc2Cl)n2cncn2)cc1	?	-16.3%	-2.3%	-7.5%	-7.5	?	-22.9	?	1.8	-25.4%
CSc1nc2cc(C)nn2c(-c2ccccc2)c1C#N	44.5%[activator]	12.0%	-4.1%	-13.8%	5.4	0.9	-3.6	.	3.1	1.1%
Cc1ccc(NC(=O)COC(=O)C2=COCCO2)cc1	44.7%[activator]	6.4%	-0.9%	-1.8%	-2.8	-1.9	-3.4	5.4%	3.7	1.1%
